Source: PubChem
CHRM1 agonist = agonists of human M1 muscarinic receptor; CHO-K1 hM1, Fluo-8 calcium fluorescence, agonist mode; 0% DMSO, 100% acetylcholine EC100; activation, % at 3 µM; hit rate 0.33% among 360,000; AID 588814;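 active = activation above the run's mean compound activation plus 3 SD, cut at about 16% in these data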;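 also: peak over basal fluorescence ratio within a 140 s kinetic read after compound addition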
Target sequence (P11229 whole entry, looked up): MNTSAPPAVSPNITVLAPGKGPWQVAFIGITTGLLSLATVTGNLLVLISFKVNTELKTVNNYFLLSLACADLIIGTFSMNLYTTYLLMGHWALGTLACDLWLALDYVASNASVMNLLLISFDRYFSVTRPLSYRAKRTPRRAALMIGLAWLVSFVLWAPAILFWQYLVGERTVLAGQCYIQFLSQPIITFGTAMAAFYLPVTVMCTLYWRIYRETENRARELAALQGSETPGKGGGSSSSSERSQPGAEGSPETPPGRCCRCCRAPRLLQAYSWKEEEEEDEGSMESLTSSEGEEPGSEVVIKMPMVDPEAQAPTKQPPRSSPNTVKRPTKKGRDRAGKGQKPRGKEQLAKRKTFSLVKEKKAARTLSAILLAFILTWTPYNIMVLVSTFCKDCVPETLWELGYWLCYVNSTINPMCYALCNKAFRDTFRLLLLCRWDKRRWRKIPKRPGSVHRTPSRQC
M1 PAM = potentiates human M1 receptor response to acetylcholine; CHO-K1 hM1, Fluo-8 calcium fluorescence, ACh EC20; 0% = ACh EC20, 100% = maximal ACh; activation, % at 3 µM; hit rate 0.088% among 360,000; AID 588819; in the data active = activation above about 19%, passing the limit was not always enough
OXTR potentiate = potentiators of human oxytocin receptor | P30559 | CHO-OTR cells, Fluo-8 calcium fluorescence, potentiator mode; 0% = oxytocin EC15, 100% = EC100 | activation, % at 3 µM | hit rate 0.061% among 320,000 | AID 2445;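 active = activation above that plate's cutoff, the mean activation of tested compounds plus 3 SD, cut at about 6.6% in these data, passing the limit was not always enough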;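 also: 100% uses oxytocin at 75 nM as the full agonist control; some results filed as inactive read as strong as hits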
Target sequence (P30559 whole entry, looked up): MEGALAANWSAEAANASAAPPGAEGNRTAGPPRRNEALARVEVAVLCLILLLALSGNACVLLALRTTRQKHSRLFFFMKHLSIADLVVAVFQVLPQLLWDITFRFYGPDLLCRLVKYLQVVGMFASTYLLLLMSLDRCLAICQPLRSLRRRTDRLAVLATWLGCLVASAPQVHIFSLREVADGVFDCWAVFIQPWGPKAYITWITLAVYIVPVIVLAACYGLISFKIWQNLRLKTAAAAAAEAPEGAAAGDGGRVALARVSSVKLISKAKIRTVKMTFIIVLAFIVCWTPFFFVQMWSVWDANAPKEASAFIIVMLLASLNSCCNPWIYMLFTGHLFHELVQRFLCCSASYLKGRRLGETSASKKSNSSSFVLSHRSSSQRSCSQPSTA
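Dosing: Single dose, 3.0 µM nominal final compound concentration | Material: Human OTR in CHO cells | Technique: Kinetic Fluo-8 calcium fluorescence | Benchmarks: EC15 oxytocin alone as 0%, 75 nM oxytocin as 100% | Probe or stimulus: Oxytocin at about EC15, sub-maximal agonist stimulus | Incubation: Compound 6 min at room temperature before oxytocin, 100 s read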
M1 antag = human CHRM1 antagonism. CHO-K1 hM1, Fluo-8 calcium fluorescence, ACh EC80 antagonist. inhibition, % at 3 µM. AID 588852. hit rate 1.3% among 360,000. P11229;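 active = percent inhibition above its own plate's cutoff, namely the mean of that plate's compound wells plus 3 SD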;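 also: peak over basal fluorescence ratio during 140 s after agonist addition; 0% = ACh EC80 plus DMSO and 100% = DMSO alone without agonist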
M4 antag = blocks acetylcholine activation of human M4 receptor. hit rate 0.73% among 360,000. CHO-hM4 cells, ACh EC80, Fluo-8 calcium fluorescence. inhibition, % at 3 µM;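 active = inhibition above its plate's cutoff, the mean inhibition of sample wells plus 3 SD, cut at about 27% in these data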;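 also: 0% = acetylcholine EC80 with DMSO and 100% = DMSO without agonist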
CHO-K1 Ca antag = counter-screen for M1 antagonists: effect in parental CHO-K1 cells | ATP-induced calcium, Fluo-8 fluorescence | inhibition, % at 3 µM | hit rate 0.6% among 360,000 | AID 602250;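 active = inhibition above a per-plate cutoff, the plate's mean sample inhibition plus 3 SD, cut at about 24% in these data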;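 also: 0% = DMSO plus EC80 ATP and 100% = DMSO alone without ATP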
M1 ag parental = counter-screen for M1 agonists: effect in parental CHO-K1 cells | Fluo-8 calcium fluorescence; scaled to maximal ATP response, vehicle zero | activation, % at 3 µM | hit rate 0.48% among 360,000 | AID 602248; in the data active = activation above about 15%;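 also: untransfected CHO-K1 host cells lacking M1 receptor as counterscreen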
CHRM4 agonist = CHRM4 agonism in calcium assay; P08173; hit rate 0.14% among 360,000; activation, % at 3 µM; CHO-K1 hM4/Gqi5, Fluo-8 calcium fluorescence; vehicle 0%, full acetylcholine response 100%;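 active = activation above the run mean over all test wells plus 3 SD, cut at about 32% in these data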;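 also: peak over basal fluorescence ratio per well then scaled between controls; 0% = DMSO wells and 100% = acetylcholine at EC100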
CHO parental Ca = signal in parental CHO cells, OX1R antagonist counter-screen; parental CHO-K1, ATP-induced calcium, Fluo-8 fluorescence; inhibition, % at 5.6 µM; hit rate 0.63% among 330,000; AID 463079;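 active = inhibition above that plate's mean sample inhibition plus 3 SD, cut at about 26% in these data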;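 also: 0% = ATP-challenged DMSO wells and 100% = DMSO wells without ATP; some compounds past the cut are filed as inactive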
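Material: parental CHO cells / Compound: single nominal dose of 5.6 µM per compound / Signal: Fluo-8 fluorescence / Replicates: singlicate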
The depositor's hits bear a star; / = not tested or not shown.

smiles | CHRM1 agonist | M1 PAM | OXTR potentiate | M1 antag | M4 antag | CHO-K1 Ca antag | M1 ag parental | CHRM4 agonist | CHO parental Ca
Cc1cc(Nc2ccc(Cl)cc2)nc(N2CCOCC2)n1 | -6 | 1 | 1 | 3 | -1 | -5 | -0.2 | -1 | -11
Cc1ccc(-c2nc(N)sc2-c2ccccc2)cc1C | -14 | -2 | -4 | 6 | 9 | -10 | 0.2 | -2 | 1
CCOc1ccc(-n2c(=O)c3sccc3n(CC(=O)NCC3CCCO3)c2=O)cc1 (stereo not given) | -2 | 4 | -6 | -6 | 13 | -9 | 0.8 | 0 | 1
COc1ccc(NC(=O)N(C)[C@H]2C[C@H]3c4[nH]c5ccc(-c6cccc(C)c6)cc5c4CCN3C[C@H]2[C@H](C)O)cc1 | 7 | 12 | / | -9 | -4 | -5 | -0.6 | 3 | /
O=C(CN1C(=O)COc2ccc(S(=O)(=O)N3CCCC3)cc21)NCc1ccccn1 | -2 | 6 | 3 | -16 | 3 | 4 | -0.2 | 0 | -9
COc1ccc(C)cc1NC(=O)c1cc2ccccc2o1 | -6 | 7 | 3 | -4 | 6 | -4 | -0.1 | -3 | -10
O=C(NCCCO)c1cc2c([nH]c3ccccc32)c(-c2ccc(F)cc2)n1 | -6 | -6 | -18 | 1 | -5 | -6 | 4.0 | 9 | -23
O=C(CCNS(=O)(=O)c1ccccc1)N1CCN(c2ccccc2)CC1 | 3 | 10 | -2 | -11 | -4 | 0 | 2.1 | 1 | 6
COc1ccc(-c2cn3c(C)c(C(=O)Nc4cc(NC(C)=O)ccc4OC)sc3n2)cc1 | -3 | -1 | -4 | 0 | -14 | -9 | 1.6 | 10 | 0
CCOc1ccc(S(=O)(=O)N/N=C(\C)Cc2ccc(OC)cc2)cc1 | -1 | 7 | -9 | -10 | 4 | -13 | 1.0 | 1 | -5
CCOC(=O)Cc1csc(SCC(=O)NC2CCCC2)n1 | -1 | 9 | / | -4 | 2 | -7 | 0.5 | 1 | /
CCc1cccc(CC)c1NC(=O)C1CSC2(C)CCC(=O)N12 (stereo not given) | -2 | 5 | -3 | -7 | -5 | -6 | 0.3 | 0 | -9
O=C(CSc1nc2ccccc2s1)Nc1cc(S(=O)(=O)N2CCOCC2)ccc1O | -4 | -2 | -9 | -6 | -16 | -19 | 3.6 | 3 | -15
CCNS(=O)(=O)c1cc(Br)ccc1OC | -2 | 10 | -8 | -6 | 10 | 3 | 2.5 | 0 | 4
Cc1noc(C)c1COc1ccc2ccc(=O)oc2c1 | -10 | 7 | -9 | 0 | 6 | -11 | -0.1 | 0 | -6
CC(=O)Nc1ccc(-c2ccnc3c2CC(C(=O)Nc2ccc(Cl)c(C(F)(F)F)c2)O3)cc1 (stereo not given) | -1 | 9 | / | -11 | 10 | -2 | 1.6 | 6 | /
O=C(CSc1n[nH]c(-c2ccccc2)n1)Nc1ncc(Br)cc1Br | -3 | 2 | -3 | -3 | 6 | -8 | 1.7 | 3 | -28
COc1ccc(/C(O)=C2/C(=O)C(=O)N(c3ccccn3)C2c2ccc(C(C)C)cc2)cc1 (stereo not given) | -1 | 2 | / | 4 | 7 | 8 | 0.4 | 1 | /
CCC(=O)Nc1cccc(C2=NOC3(C2)C[C@@H](C(N)=O)N(C(=O)c2ccc(OC)cc2)C3)c1 (stereo not given in full) | -2 | 3 | 3 | 1 | 5 | 3 | -0.4 | 2 | -7
Cc1ccccc1OCC(=O)OCC(=O)Nc1ccc(N2CCOCC2)cc1 | -5 | -4 | -11 | 0 | 7 | -4 | 1.7 | 1 | 4
O=C1OCCN1C(=O)[C@H]1[C@H](c2ccc(Cl)cc2)C(c2cccc(Cl)c2)=NN1c1ccccc1 | -5 | -10 | 5 | 7 | -1 | -3 | -0.1 | -1 | -11
NS(=O)(=O)c1ccc(NCc2ccccc2OCc2ccc(F)cc2)cc1 | 0 | 7 | -20 | -8 | 8 | -13 | 1.6 | 4 | 30
CCCCCOc1ccc(C(=O)OC(C)C(=O)NCc2ccco2)cc1 (stereo not given) | -4 | -8 | -4 | 2 | 0 | -6 | 1.2 | 1 | -24
COCCOC(=O)c1c(NC(=O)CN(C)c2ccccc2)sc(C(N)=O)c1C | -2 | 1 | -3 | 2 | 7 | -3 | 0.6 | 3 | -21
COc1ccc(-c2cc(C(=O)c3c(N)n(C)c(=O)n(C)c3=O)c3ccccc3n2)cc1 | -4 | 6 | -6 | -15 | -10 | 12 | 0.2 | 0 | -22
O=C(NCCCn1ccnc1)c1ccc(-c2cccc(Cl)c2Cl)o1 | -5 | 3 | -8 | -4 | -8 | -2 | 5.6 | 8 | -25
COc1ccc(Oc2ccc(N/C=C3/CCCC3=O)cc2)cc1 | -5 | -1 | -7 | 3 | -9 | -10 | 6.1 | 5 | -6
O=C(CCC(=O)OCCCC(F)(F)C(F)(F)F)Nc1ccccc1 | -6 | 3 | 4 | -2 | 4 | -13 | 0.1 | 2 | -5
O=C(CCCc1ccccc1)Nc1ccccc1C(F)(F)F | -6 | 10 | -6 | -17 | -4 | 4 | -0.1 | 0 | -3
O=C1C(Cc2ccccc2)Nc2ncnc(N3CCCCC3)c2N1Cc1ccccc1 (stereo not given) | -13 | -1 | -8 | 2 | -1 | 4 | -0.9 | 1 | -20
C=C(Br)Cn1c(CC)nc2ccccc21 | -3 | 9 | -20 | -6 | 14 | 16 | 0.3 | 0 | -5
O=C(NC1CC1)C1CCN(c2ncccn2)CC1 | -1 | 20 | -8 | -14 | -16 | -15 | -0.1 | 1 | -15
Cc1ccc(C2CC(c3cccs3)=NN2C(=O)CCl)cc1 (stereo not given) | -4 | 3 | -1 | -5 | 10 | -10 | 1.0 | 1 | -7
N#CC(C(=O)Nc1ccccc1)=C1CCCCC1 | -8 | 2 | 2 | 5 | -3 | -14 | 0.2 | 1 | -5
Cn1nnnc1SCC(=O)Nc1cc(C(=O)O)cc(C(=O)O)c1 | -1 | 11 | 5 | -16 | 5 | -11 | 0.0 | 0 | 3
COc1ccc(-c2noc(CN3CCN(c4ccccc4)CC3)n2)cc1 | -2 | -5 | -9 | 4 | -14 | -6 | 1.4 | 4 | 3
CCN(CC)S(=O)(=O)c1ccc(=O)n(CC(=O)N2Cc3ccccc3CC2C(N)=O)c1 (stereo not given) | 0 | 16 | / | -10 | -4 | 8 | -0.6 | 1 | /
COC(=O)c1ccc(CN2CCN(Cc3ccc(F)cc3)C(CCO)C2)cc1 (stereo not given) | -7 | -6 | 0 | 16 | 6 | -19 | 4.0 | 1 | -7
CCOc1ccccc1N1CCN(C(=O)c2ccc3[nH]c4c(c3c2)CCCC4)CC1 | 1 | 0 | -9 | 3 | -2 | 20 | 1.3 | 6 | -6
Cc1ccc(-c2nc(CS(=O)CC(=O)NC(C)CCc3ccccc3)c(C)o2)cc1 (stereo not given) | -5 | -3 | -12 | 6 | -4 | -12 | 0.4 | 1 | -31

Another view of part of the listing above:
structure: COC(=O)c1ccc(CN2CCN(Cc3ccc(F)cc3)C(CCO)C2)cc1 (stereo not given)
  CHRM1 agonist = -7 | M1 PAM = -6 | OXTR potentiate = 0 | M1 antag = 16 | M4 antag = 6 | CHO-K1 Ca antag = -19 | M1 ag parental = 4.0 | CHRM4 agonist = 1 | CHO parental Ca = -7
structure: CCOc1ccccc1N1CCN(C(=O)c2ccc3[nH]c4c(c3c2)CCCC4)CC1
  CHRM1 agonist = 1 | M1 PAM = 0 | OXTR potentiate = -9 | M1 antag = 3 | M4 antag = -2 | CHO-K1 Ca antag = 20 | M1 ag parental = 1.3 | CHRM4 agonist = 6 | CHO parental Ca = -6

Other compounds
smiles | CHRM1 agonist | M1 PAM | OXTR potentiate | M1 antag | M4 antag | CHO-K1 Ca antag | M1 ag parental | CHRM4 agonist | CHO parental Ca
O=C(c1ccc(F)cc1)N1CCN(c2ccccn2)CC1 | -4 | 1 | -2 | -3 | -3 | 6 | 0.3 | 1 | -9
O=C(CN1CCC(Cc2ccccc2)CC1)NC(=O)NC1CCCCC1 | -4 | 3 | -4 | 2 | -6 | -13 | 5.8 | 1 | -25
CCOC(=O)C1CCCN(C(=O)c2cn(CC)c(=O)c3cc(OC)c(OC)cc23)C1 (stereo not given) | -3 | 3 | 2 | -7 | -5 | -8 | 0.4 | 3 | -12
CCOC(=O)c1cc(-c2csc(-c3ccc(C(F)(F)F)cc3)n2)on1 | -2 | 5 | -2 | -13 | -10 | -6 | 0.4 | 1 | 9
Cc1ccc(C(=O)COC(=O)C2CC(=O)N(c3nc(-c4ccccc4)cs3)C2)cc1C (stereo not given) | -4 | 10 | -9 | -6 | -4 | 13 | 0.7 | 1 | -1
CCN(CC)S(=O)(=O)c1cc(NC(=O)CO/N=C(\N)c2ccccc2Cl)ccc1C | -2 | 8 | 0 | -15 | -2 | -18 | 4.5 | 4 | -13
CCOC(=O)/C=C1\SCC(=O)N1CC(=O)Nc1cc(S(=O)(=O)N(C)C)ccc1C | -2 | 5 | 0 | -6 | 1 | -12 | 0.8 | 1 | -21
C=CCn1c(N2CCCCCC2)nc2c1c(=O)n(C)c(=O)n2C | -3 | 3 | -11 | 1 | 7 | -8 | 5.7 | 3 | 0
CCOCCCn1c(=S)[nH]c2cc(C(=O)NCCCN(CC)CC)ccc2c1=O | -8 | 0 | 2 | 6 | 6 | 7 | -0.1 | 1 | -4
O=C(O)c1ccccc1C(=O)NCCCn1ccnc1 | -6 | 8 | -5 | -9 | 2 | -1 | 0.6 | 0 | 6
Cc1ccc(S(=O)(=O)N2CCN(CC(=O)N/N=C\c3ccc(Cl)c([N+](=O)[O-])c3)CC2)cc1 | -5 | 2 | -9 | -16 | -2 | -1 | -0.7 | 2 | 21
Cc1noc(C)c1CSCC(=O)Nc1ccc(S(=O)(=O)C(F)F)cc1 | -4 | 1 | -11 | -4 | -3 | -4 | 1.1 | 5 | -13
CC(C)(C)N(Cc1ccccc1)C(=O)COC(=O)c1ccc2ccccc2n1 | 0 | 9 | -9 | -19 | -5 | -11 | 0.7 | 0 | -20
Nc1c(C(=O)Nc2ccc3c(c2)OCCO3)nnn1Cc1cccc(F)c1 | 0 | 2 | -4 | 3 | -3 | 0 | 0.9 | 3 | -1
CCOCCc1nnc(NC(=O)CCS(=O)(=O)c2ccccc2)s1 | -5 | 8 | -7 | -4 | 1 | -15 | 0.9 | 0 | -6
O=c1[nH]c(SCc2ccc([N+](=O)[O-])cc2)nc2[nH]ncc12 | -7 | -8 | -4 | 5 | -3 | -9 | 2.3 | 4 | -3
CCN(CC)S(=O)(=O)c1ccc(N2CCCCC2)c(NC(=O)C2=COCCO2)c1 | -7 | -2 | -15 | 0 | -8 | 1 | -0.2 | 2 | -3
N#Cc1ccc(-n2c(-c3ccccc3)nnc2-c2ccccc2)cc1C#N | -8 | -6 | -3 | 9 | 6 | -3 | 0.4 | -1 | -15
COc1cccc(C(=O)Nc2ccccc2OC(F)(F)F)c1 | -6 | 6 | -10 | -3 | 3 | -9 | -0.2 | -1 | -2
O=C(Nc1ccc(N2CCN(C(=O)c3ccco3)CC2)cc1)c1ccc(F)cc1 | -2 | 7 | -10 | 4 | 8 | -6 | 2.8 | 3 | -4

This is a random part of the collection (roughly 2.9% active in at least one column).
